Bioassay records as filed in PubChem.
BH1578 lux ind: induces V. cholerae light production without autoinducers; V. cholerae BH1578 lux reporter, luminescence, 6 h; activation, % at 18.7 µM; AID 588436; actives 0.16% (n = 350,000); in the data active means activation mostly above about 9.7%, no sharp cut-off; further: not every result past the cut was called active; inactives centre near 0; reference of the scale not given here
PfHsp40 rescue: rescue of PfHsp40-mediated yeast toxicity | S. cerevisiae expressing PfHsp40, growth rescue, ATP luminescence | growth rescue, % at 12.5 µM | actives 0.68% (n = 340,000) | AID 504582; in the data active means growth rescue above about 28%, passing the limit was not always enough;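 further: yeast W303a lacking pdr1 and pdr3 grown in galactose medium; growth measured after three days at 30 °C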
FadD28 binding: blocks FadD28 binding to the bisubstrate probe | inhibition, % at 12.5 µM | AID 588549 | fluorescence polarization | actives 0.22% (n = 360,000); in the data active means inhibition above about 8.5%, passing the limit was not always enough
FBA Mtb inh: inhibits M. tuberculosis FBA enzyme. P9WQA3. actives 2.3% (n = 360,000). inhibition, % at 1 µM. purified M. tuberculosis FBA, fluorescence read-out; in the data active means inhibition above about 27%;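 further: 0% = vehicle and 100% = reference inhibitor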
Target sequence (P9WQA3 whole entry, looked up): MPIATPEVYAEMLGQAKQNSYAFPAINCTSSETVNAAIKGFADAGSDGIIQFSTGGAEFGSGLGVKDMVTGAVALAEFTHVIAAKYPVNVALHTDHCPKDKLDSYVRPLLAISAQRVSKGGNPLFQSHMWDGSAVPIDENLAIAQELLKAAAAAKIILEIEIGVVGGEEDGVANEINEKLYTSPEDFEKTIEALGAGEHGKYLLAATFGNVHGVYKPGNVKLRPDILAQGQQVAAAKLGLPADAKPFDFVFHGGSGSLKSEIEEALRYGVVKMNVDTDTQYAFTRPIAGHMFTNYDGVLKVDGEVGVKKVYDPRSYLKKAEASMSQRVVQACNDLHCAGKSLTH
TcdB GH inh: inhibitors of Clostridioides difficile toxin B glycohydrolase; AID 652162; TcdB glycohydrolase enzymatic assay, plate reader; actives 0.24% (n = 350,000); inhibition, % at 9.99 µM; in the data active means inhibition above about 10%
BioA inh: inhibitors of Mycobacterium tuberculosis BioA enzyme. actives 0.096% (n = 360,000). purified M. tuberculosis BioA enzyme, plate reader. inhibition, % at 9.99 µM; in the data active means inhibition above about 40%
Y pestis TopoI: blocks Yersinia pestis topoisomerase I activity. activity, % at 10 µM. actives 0.064% (n = 360,000). Y. pestis Topo-I cleavage product accumulation, plate reader; in the data active means activity above about 50%, passing the limit was not always enough; further: inactives centre near 2
GDH-TPI inh: GDH-TPI coupled enzyme inhibition counter-screen; AID 588335; actives 1.2% (n = 360,000); GDH-TPI coupled enzyme counterscreen, NADH absorbance; inhibition, % at 4.8 µM; in the data active means inhibition above about 30%;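 further: 0% = DMSO wells and 100% = wells lacking the enzyme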
Mtb UGM inh: Mtb UDP-galactopyranose mutase inhibition. P9WIQ1. purified UGM, fluorescence polarization probe displacement. inhibition, % at 10 µM. actives 0.06% (n = 320,000); in the data active means inhibition above about 10%, passing the limit was not always enough
Target sequence (P9WIQ1 whole entry, looked up): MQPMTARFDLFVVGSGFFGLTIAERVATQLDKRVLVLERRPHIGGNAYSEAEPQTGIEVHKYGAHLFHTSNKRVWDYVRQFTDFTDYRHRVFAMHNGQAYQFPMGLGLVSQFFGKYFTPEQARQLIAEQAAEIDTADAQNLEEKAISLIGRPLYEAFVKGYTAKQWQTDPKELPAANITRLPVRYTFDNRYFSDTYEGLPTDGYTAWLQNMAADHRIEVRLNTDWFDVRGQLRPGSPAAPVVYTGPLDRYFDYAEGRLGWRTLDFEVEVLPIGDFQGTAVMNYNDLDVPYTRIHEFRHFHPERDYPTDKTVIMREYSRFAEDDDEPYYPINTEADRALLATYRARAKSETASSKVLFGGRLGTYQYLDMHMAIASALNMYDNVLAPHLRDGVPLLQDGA
* marks the source's active call; other numbers are inactive results; i = inactive; . = not tested or not shown. No enrichment for hits; overall some 4.6% were active at least once.

SMILES	BH1578 lux ind	PfHsp40 rescue	FadD28 binding	FBA Mtb inh	TcdB GH inh	BioA inh	Y pestis TopoI	GDH-TPI inh	Mtb UGM inh
c1csc(CNc2ccc3c(c2)OCCO3)c1	-1.9	-1.9	-1.6	6.1	0.3	.	1.9	4.8	-0.1
Cc1cc(C)cc(OC(=O)COc2ccccc2C)c1	i	0.2	-1.8	2.2	-0.6	.	29.0	6.0	-1.2
O=C(C1CCN(C2CCN(Cc3cccc4c3OCO4)CC2)CC1)N1CCOCC1	-0.3	0.6	-3.6	-2.8	1.2	-0.9	-1.2	3.7	0.8
CC(=O)Nc1ccc(Nc2nc(-c3sc(C)nc3C)cs2)cc1	i	2.9	1.7	-1.8	3.6	-0.9	-5.3	11.4	-1.0
COc1cc2c(cc1OC)C(CC#N)=NC(C)(C)C2	i	1.2	1.3	4.5	.	.	27.5	23.7	-3.9
CCOc1ccc(N(C(=O)c2cc3ccccc3oc2=O)C2C=CS(=O)(=O)C2)cc1 (centres undefined)	-0.1	1.5	1.0	-1.5	1.1	-0.5	9.8	14.6	3.9
CC(C)CN(C(=O)/C=C/c1nc2ccccc2s1)C1CCS(=O)(=O)C1 (centres undefined)	-5.6	0.1	0.0	7.2	-0.3	3.5	7.4	9.8	0.7
Nc1[nH]c(N=NC(=O)c2ccccc2)c2ccccc12	i	-0.9	0.3	-0.8	-0.2	.	6.4	11.2	0.5
C=C(C)C1Cc2c(C)nn(-c3nc(C)cc(C)n3)c2C1 (centres undefined)	-6.2	113.2*	0.0	2.6	.	0.3	22.7	-6.0	2.9
CCOC(=O)c1cnc2c(c(C)nn2CC)c1NCCN1CCOCC1	-0.2	-1.3	0.8	1.7	.	.	3.7	-0.6	-2.4
COc1cccc(CNC(=O)CCC2CCCN(C(=O)c3cscn3)C2)c1 (centres undefined)	i	1.0	-0.4	4.3	0.0	.	7.0	-2.3	1.7
Nc1ccn([C@@H]2O[C@H](CNCc3ccc(Oc4cc(-n5cccn5)ncn4)cc3)[C@@H](O)[C@H]2O)c(=O)n1	-0.5	.	-1.7	-2.7	1.5	-0.3	-8.9	1.4	.
COC(=O)[C@@]1(Cc2ccccc2)[C@H]2C(=O)N(Cc3ccccc3)C(=O)[C@H]2[C@H]2CN=C(SCc3ccc(C)cc3)N21	i	0.3	-1.6	-2.2	.	-0.5	29.3	-2.1	.
Cn1c(=O)c2c(nc(SCc3nc(N)nc(N4CCCCC4)n3)n2C)n(C)c1=O	-2.0	0.3	-0.3	2.1	.	.	-2.5	-1.1	-0.5
NC(=O)c1ccccc1NC(=O)CSc1cn[nH]n1	-0.1	-0.4	.	-1.1	-0.2	.	2.3	-14.1	-2.2
CN=C(c1ccco1)n1c(=S)nc(-c2ccco2)n(C)c1=S	i	-1.2	-1.4	-8.3	.	0.3	-1.9	12.0	4.0
Cc1cccc(NC(=O)CN2C(=O)S/C(=C\c3ccccn3)C2=O)c1	3.6	0.3	3.2	2.4	1.6	.	-1.8	-1.6	1.5
COc1cccc(-c2nnn(CC(=O)Nc3cc(OC)c(NC(=O)c4ccco4)cc3OC)n2)c1	5.0	0.1	-0.1	2.9	.	-2.6	2.9	20.5	-2.2
O=C(O)C[C@H]1c2ccc(C(F)(F)F)cc2S(=O)(=O)N1C1CCCCC1	-0.8	-1.3	-2.1	-0.1	0.9	-0.4	-6.8	1.7	3.0
CN1C(=O)c2ccc(NC(=O)c3cccc(N4C(=O)CCC4=O)c3)cc2C1=O	1.1	-1.7	0.4	28.4*	1.1	.	-9.4	7.7	1.9
COc1ccc(NC(=O)N(Cc2cc3cc(C)ccc3[nH]c2=O)CC2CCCO2)cc1 (centres undefined)	-0.4	-1.4	-1.5	-3.6	-10.1	-0.9	25.7	13.6	-2.5
CSc1nc2n(n1)C(C)C1=C(CCCC1=O)N2 (centres undefined)	i	-3.0	-1.8	1.8	2.3	1.1	-2.9	2.5	1.0
O=C(CN1C(=O)CCSc2ccccc21)Nc1ccc(F)cc1	i	0.4	-2.8	-0.1	.	-2.0	11.4	-1.4	-1.9
CCOC(=O)C(Cc1ccnc2ccccc12)=NO	-0.8	-1.2	-0.7	-2.4	2.3	-1.1	11.0	0.9	.
C[C@]12CCC3C(CC[C@H]4CC(O)CC[C@]34C)C1CC/C2=N/O (some centres undefined)	-0.8	-0.7	-1.5	0.8	0.4	-1.3	-2.8	-0.4	2.4
(further entries)
SMILES	BH1578 lux ind	PfHsp40 rescue	FadD28 binding	FBA Mtb inh	TcdB GH inh	BioA inh	Y pestis TopoI	GDH-TPI inh	Mtb UGM inh
COCCCNc1nc2c(-c3cccc(C(F)(F)F)c3)nnn2c2ccccc12	-0.2	-0.2	0.2	1.6	2.1	-3.4	-0.3	3.4	0.2
CCN1C(=O)c2cccc3c(S(=O)(=O)N(C)C)ccc1c23	0.0	.	0.3	20.1	-0.7	1.3	2.4	16.1	.
C=CCN1CCN(C(=O)c2cc3c(s2)CCCC3)CC1	i	0.3	1.8	-0.6	1.2	0.2	10.9	6.3	2.1
NC(=O)c1ccc(NC(=O)CNCc2ccccc2Cl)cc1	i	1.0	-1.0	3.9	0.8	-2.1	2.4	3.7	-0.9
CN(C)c1ccc(NC(=O)CN2C(=O)CN=C(c3ccccc3)c3ccccc32)cc1	-0.6	-0.6	-1.0	2.7	.	-3.4	-2.3	8.7	-1.0
Cn1c(-c2cccc(Br)c2)cnc1NCc1cccnc1	i	1.0	-1.1	-0.3	.	.	0.2	-7.7	1.5
COCCNC(=S)NCc1cccs1	4.5	-1.1	-0.6	2.1	-1.4	-1.4	5.0	2.2	-1.2
N#Cc1nc(-c2ccc(F)cc2)oc1NCc1ccccc1	1.1	1.2	0.6	80.8*	0.5	-1.4	4.4	0.9	-0.3
COCCn1c(SCC(=O)N2CCCc3ccccc32)nc2ccccc2c1=O	.	-0.5	-2.5	0.4	.	-4.9	-6.7	6.1	2.3
CC1(C)CC(=O)C(C(N)=NC(=O)c2ccc([N+](=O)[O-])cc2)=C(O)C1	-0.8	-1.6	-3.6	-1.4	-0.5	.	6.6	-0.3	-1.0
CN(C)S(=O)(=O)c1ccc(Cl)c(C(=O)Nc2ccccc2[N+](=O)[O-])c1	-0.3	-0.5	0.4	2.0	-0.1	.	-7.5	5.0	6.3
COc1ccccc1NS(=O)(=O)c1cccc(C(=O)NNC(=O)c2ccc(Cl)nc2)c1	i	0.9	-3.7	-5.7	0.5	0.5	1.2	4.3	.
COc1ccc(NC(=O)CSc2c3c(nc4ccccc24)CCCC3)c(OC)c1	i	0.0	-2.8	-0.3	.	7.9	19.0	4.0	-1.8
O=C(C[n+]1ccc(/C=N/O)cc1)NC1CCCCC1	-0.3	-1.3	0.4	-1.6	1.0	.	2.6	15.1	0.1
NC(=O)C1CC(=O)N(c2ccc(OCC(=O)Nc3ccccc3F)cc2)C1 (centres undefined)	0.9	-0.7	-0.4	2.3	0.3	-2.1	-1.2	1.0	0.9
O=C(N/N=C/c1cc2ccccc2nc1Cl)[C@H]1C[C@@H]1c1ccccc1	-0.6	2.4	-1.0	-0.1	.	.	17.4	19.9	1.1
O=C(Nc1cccc(F)c1)C1CCCN(c2cnccn2)C1 (centres undefined)	i	0.2	0.4	-0.2	-0.1	53.3*	-2.3	12.0	0.2
O=C(CSc1cccc[n+]1[O-])Nc1cc2c(cc1Cl)C(=O)c1ccccc1C2=O	-0.3	0.6	-0.7	0.2	1.0	.	-8.0	9.1	-1.3
COc1ccc(NC(=O)c2cc3c(s2)CCC(C)C3)cc1S(=O)(=O)N1CCOCC1 (centres undefined)	i	0.3	-0.2	-2.8	.	.	41.1	7.0	0.9
COc1cccc(NC(=O)c2ccc3c(SCC(=O)O)c4c(nc3c2)CCCC4)c1	-0.2	1.7	-4.5	1.2	1.1	.	9.0	16.6	-0.1
CCCC(=O)Nc1nc2ccc(NC(=O)c3ccccc3F)cc2s1	-0.2	1.9	6.0	0.9	-1.1	0.0	5.1	3.1	0.9
Cc1ccc(S(=O)(=O)NC2CCSC2=O)cc1C (centres undefined)	-1.3	-1.4	-1.9	-0.6	0.7	-2.3	0.1	3.9	-1.0
COc1cccc(NC(=O)CSc2nnc3ccc(-c4ccccn4)nn23)c1	-1.9	0.8	-2.0	0.7	1.5	-0.5	4.0	-1.4	.
COc1ccc2c(c1OC)OCC2C (centres undefined)	-7.1	-0.1	-2.7	-1.1	0.0	0.2	8.8	4.8	.
CC1=Nn2c(nnc2C2CCCCC2)SC1	-3.1	1.9	-0.5	3.0	.	-1.7	4.8	2.7	-1.3
O=C(c1nc2nc(-c3ccc(Cl)cc3)cc(C(F)(F)F)n2n1)N1CCOCC1	2.9	-0.3	-0.5	32.8*	.	-0.1	2.2	26.5	-2.2
Cc1ccc(C2CC(=O)C(C=NCCN3CCN(C(=O)Cc4ccccc4)CC3)=C(O)C2)cc1 (centres undefined)	i	-0.2	0.0	3.3	.	0.7	12.3	6.1	0.8

Structural class, those above containing an aryl methoxy group (ten)
SMILES	BH1578 lux ind	PfHsp40 rescue	FadD28 binding	FBA Mtb inh	TcdB GH inh	BioA inh	Y pestis TopoI	GDH-TPI inh	Mtb UGM inh
COc1cc2c(cc1OC)C(CC#N)=NC(C)(C)C2	i	1.2	1.3	4.5	.	.	27.5	23.7	-3.9
COc1cccc(CNC(=O)CCC2CCCN(C(=O)c3cscn3)C2)c1 (centres undefined)	i	1.0	-0.4	4.3	0.0	.	7.0	-2.3	1.7
COc1cccc(-c2nnn(CC(=O)Nc3cc(OC)c(NC(=O)c4ccco4)cc3OC)n2)c1	5.0	0.1	-0.1	2.9	.	-2.6	2.9	20.5	-2.2
COc1ccc(NC(=O)N(Cc2cc3cc(C)ccc3[nH]c2=O)CC2CCCO2)cc1 (centres undefined)	-0.4	-1.4	-1.5	-3.6	-10.1	-0.9	25.7	13.6	-2.5
COc1ccccc1NS(=O)(=O)c1cccc(C(=O)NNC(=O)c2ccc(Cl)nc2)c1	i	0.9	-3.7	-5.7	0.5	0.5	1.2	4.3	.
COc1ccc(NC(=O)CSc2c3c(nc4ccccc24)CCCC3)c(OC)c1	i	0.0	-2.8	-0.3	.	7.9	19.0	4.0	-1.8
COc1ccc(NC(=O)c2cc3c(s2)CCC(C)C3)cc1S(=O)(=O)N1CCOCC1 (centres undefined)	i	0.3	-0.2	-2.8	.	.	41.1	7.0	0.9
COc1cccc(NC(=O)c2ccc3c(SCC(=O)O)c4c(nc3c2)CCCC4)c1	-0.2	1.7	-4.5	1.2	1.1	.	9.0	16.6	-0.1
COc1cccc(NC(=O)CSc2nnc3ccc(-c4ccccn4)nn23)c1	-1.9	0.8	-2.0	0.7	1.5	-0.5	4.0	-1.4	.
COc1ccc2c(c1OC)OCC2C (centres undefined)	-7.1	-0.1	-2.7	-1.1	0.0	0.2	8.8	4.8	.

Three compounds from above, ordered by number of heavy atoms, falling:
SMILES	BH1578 lux ind	PfHsp40 rescue	FadD28 binding	FBA Mtb inh	TcdB GH inh	BioA inh	Y pestis TopoI	GDH-TPI inh	Mtb UGM inh
COc1ccc(NC(=O)c2cc3c(s2)CCC(C)C3)cc1S(=O)(=O)N1CCOCC1 (centres undefined)	i	0.3	-0.2	-2.8	.	.	41.1	7.0	0.9
CCCC(=O)Nc1nc2ccc(NC(=O)c3ccccc3F)cc2s1	-0.2	1.9	6.0	0.9	-1.1	0.0	5.1	3.1	0.9
Cn1c(-c2cccc(Br)c2)cnc1NCc1cccnc1	i	1.0	-1.1	-0.3	.	.	0.2	-7.7	1.5
